From PubChem
CBFb-RUNX1 inh: blocks binding between human CBF-beta and RUNX1 | Potency, µM (top dose mostly 59.8 µM), inactives show top-dose activity, negative = inhibition, hits mostly inhibitors | Q01196+Q13951 | AlphaScreen CBFb-His/RUNX1-biotin binding, biochemical | 230,000 tested, under 10 active; note: % of control where 0% means no effect
Target sequence (Q01196 whole entry, looked up): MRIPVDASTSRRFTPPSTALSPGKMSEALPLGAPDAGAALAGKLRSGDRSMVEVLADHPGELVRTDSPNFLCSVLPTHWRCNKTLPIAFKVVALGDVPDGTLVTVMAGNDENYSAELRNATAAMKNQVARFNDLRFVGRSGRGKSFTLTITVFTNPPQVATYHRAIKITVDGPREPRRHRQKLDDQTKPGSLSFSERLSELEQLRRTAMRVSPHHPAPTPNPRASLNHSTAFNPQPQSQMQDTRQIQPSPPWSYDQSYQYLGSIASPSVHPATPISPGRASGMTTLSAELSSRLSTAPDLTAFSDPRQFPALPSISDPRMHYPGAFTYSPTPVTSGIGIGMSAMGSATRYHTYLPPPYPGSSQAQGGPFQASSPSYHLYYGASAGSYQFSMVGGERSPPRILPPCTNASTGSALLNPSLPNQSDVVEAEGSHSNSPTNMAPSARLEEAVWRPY
Target sequence (Q13951 whole entry, looked up): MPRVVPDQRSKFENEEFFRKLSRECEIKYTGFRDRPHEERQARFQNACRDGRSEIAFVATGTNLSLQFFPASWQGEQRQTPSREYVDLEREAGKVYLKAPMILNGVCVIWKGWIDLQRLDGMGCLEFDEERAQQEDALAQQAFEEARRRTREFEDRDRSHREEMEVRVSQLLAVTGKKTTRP
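Room-temperature protein-protein interaction test with 30 nM each of His-tagged CBF-beta and biotinylated RUNX1, 15 min with compound, then 90 min with nickel plus streptavidin beads. Signal read in AlphaScreen mode.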
KinaseGlo FLuc: blocks Kinase-Glo luciferase, a counter-screen artifact. Kinase-Glo luciferase, ATP luminescence, 8 min. Q27757. actives 0.28% (n = 200,000). Potency, µM (series often up to 38.3 µM), inactives show top-dose activity change, negative = inhibition, most hits filed as inhibitors; note: potency is the fitted concentration of half-maximal effect; % is set by controls: 0 for no effect and ±100 for the full control effect; nearly all actives have a fitted effect of over 60% in size
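Inhibition of Kinase-Glo luciferase light generation was assessed at 10 uM ATP in pH 7.2 imidazole buffer, with luminescence measured after eight minutes at ambient temperature.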
HttQ103 aggreg: mutant huntingtin aggregation inhibition; PC12 HttQ103-GFP aggregates, Acumen cytometry, 40 h; Potency, µM (doses to about 46.1 µM), for inactives: top-dose activity change, negative = inhibition, usual class: inhibitors; actives 1.1% (n = 220,000); AID 1688; note: potency is the fitted concentration of half-maximal effect; % is set by controls: 0 for no effect and ±100 for the full control effect; nearly all actives have a fitted effect of over 60% in size
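PC12 cells with ecdysone-inducible HTT exon1 Q103-GFP, induced by 100 nM tebufenozide, given compounds in a concentration series. GFP aggregates (1–25 um, 6 SD above background) counted in lysates by laser-scanning cytometry, 488 nm excitation.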
L3MBTL1 block: inhibitors of human L3MBTL1; AID 485360; AlphaScreen L3MBTL1–H3K9me1 peptide binding; Potency, µM (titrated, usually from 57.1 µM), for inactives: top-dose activity, negative = inhibition, hits mostly inhibitors; actives 0.66% (n = 230,000); note: potency is the fitted concentration of half-maximal effect; % is set by controls: 0 for no effect and ±100 for the full control effect; nearly all actives have a fitted effect of over 60% in size
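AlphaScreen assay: L3MBTL1 (50 nM final) was preincubated 30 min at room temperature with biotinylated H3(1-15)K9me1 peptide (75 nM final), then 30 min with library compounds; streptavidin donor and nickel chelate acceptor beads (10 ug/mL final) added, 30 min dark.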
IMPase Li inh: IMPase inhibition in cells with lithium potentiation | CHO-M1 cells, IP1 TR-FRET (IP-One), carbachol + lithium | Potency, µM (titrated, usually from 59.4 µM), without a hit: at the top dose activity, negative = IMPase inhibition, hits mostly inhibitors | actives 0.35% (n = 210,000);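 note: IP1 builds up when IMPase is blocked and the TR-FRET signal falls; potency is the fitted concentration of half-maximal effect; plate controls were basal vehicle for no effect and high inhibitor control for full effect; nearly all actives have a fitted effect of over 50% in size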
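Readout is a homogeneous TR-FRET IP1 immunoassay (Ex 320, Em 665 and 620), where raised cytosolic IP1 lowers signal. Cells were CHO-M1 treated 30 min at 37C with test compounds plus a little lithium; AC50 values came from Hill-equation fitting.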
Epigenetic reg: derepresses silenced GFP reporter in murine cells; murine LDR cells, GFP reporter derepression, 30 h; Potency, µM (doses to about 53.9 µM), for the others: at the top dose GFP activation, usual class: activators; actives 0.2% (n = 280,000); AID 1865; note: potency is the fitted concentration of half-maximal effect; % of control where 0% means no effect; nearly all actives have a fitted effect of over 60% in size
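Reporter derepression read as number of fluorescent GFP-positive objects, 20-120 um in size, counted by laser-scanning cytometer. Mouse LDR line with an epigenetically silenced CMV-GFP locus; compound incubation 30 h, 37 C.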
NPSR antag: blocks cAMP signaling of the human neuropeptide S receptor; CHO-NPSR cells, cAMP TR-FRET, antagonist mode; Q6W5P4; actives 1% (n = 220,000); AID 1461; Potency, µM (top dose mostly 38.3 µM), for inactives: at the highest dose activity change, negative = inhibition, usual class: inhibitors; note: potency is the fitted concentration of half-maximal effect; % is set by controls: 0 for no effect and ±100 for the full control effect; nearly all actives have a fitted effect of over 50% in size; many of its hits are not listed in these tables
Target sequence (Q6W5P4 whole entry, looked up): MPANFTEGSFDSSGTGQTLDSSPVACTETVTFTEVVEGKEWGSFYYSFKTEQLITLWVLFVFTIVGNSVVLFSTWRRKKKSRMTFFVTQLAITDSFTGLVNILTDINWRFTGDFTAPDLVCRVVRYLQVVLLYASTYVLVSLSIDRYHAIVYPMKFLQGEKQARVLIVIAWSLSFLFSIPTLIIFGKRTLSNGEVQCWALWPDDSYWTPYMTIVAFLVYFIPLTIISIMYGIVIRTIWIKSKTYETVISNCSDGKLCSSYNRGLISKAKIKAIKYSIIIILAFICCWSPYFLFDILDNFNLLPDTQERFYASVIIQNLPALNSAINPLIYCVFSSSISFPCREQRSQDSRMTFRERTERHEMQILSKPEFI
Active calls of the source: *; ? = inconclusive; / = not tested or not shown; & = joins results of further samples; [ ] = another dose, or the depositor's remark. Calls come from the whole dose curve; as a rule, active = well fitted curve in the direction sought with a large enough effect; inconclusive = small, poorly fitted or top-dose-only effect, or another doubt; inactive = no such curve, though single readings can be large; an effect the other way counts as inactive or inconclusive. Some of the compounds tested (hit frequency here may not be typical).

The line under a structure holds: Epigenetic reg	KinaseGlo FLuc	HttQ103 aggreg	NPSR antag	CBFb-RUNX1 inh	L3MBTL1 block	IMPase Li inh
- CCC(C)NC(=O)C1CCN(S(=O)(=O)CC)CC1 (stereo unspecified)
    -1.1%	1%	16%	-2%[46.1 µM]	-2%	3%	1%[38.3 µM]
- CCn1c(-c2cc(-c3ccccc3OC)nc3ccccc23)n[nH]c1=S
    2.3%	4%	17%	-1%	3%	3%	2%
- CCn1cc(C(=O)Nc2ccc(C(=O)N3CCCC3)cc2)c(=O)c2ccc(C)nc21
    -0.9%	-4%	20%	6%[46.1 µM]	8%	1%	-14%[38.3 µM]
- C=C1c2c(Cl)ccc(O)c2C(O)=C2C(=O)[C@@]3(O)C(O)=C(C(N)=O)C(=O)[C@@H](N(C)C)[C@@H]3[C@@H](O)[C@H]12
    0.0%[16.9 µM]	6%[17.1 µM]	10%[20.6 µM]	/	?	/	-8%
- Cc1cc(=O)oc2cc(OCc3ccc(S(=O)(=O)N4CCOCC4)cc3)ccc12
    0.0%	-2%	-30%	-17%[46.1 µM]	-2%	-15%[11.4 µM]	25%[38.3 µM]
- Brc1ccccc1OCCCCCN1CCCC1
    0.0%	-1%	6%	-2%[46.1 µM]	-12%	-2%	9%[38.3 µM]
- O=C1C2C3C=CC(C3)C2C(=O)N1CN(Cc1ccccc1)CN1C(=O)C2C3C=CC(C3)C2C1=O (stereo unspecified)
    -3.2%	-8%	-6%	-11%[46.1 µM]	5%	-1%	-11%[38.3 µM]
- CCOC(=O)N1CCN(C(=O)CSc2nnc(CNC(=O)c3c(F)cccc3Cl)o2)CC1
    4.6%	-2%	5%	-9%[46.1 µM]	2%	/	34%[38.3 µM]
- COc1cccc(CN2CCC(C(=O)N3CCN(c4ccccc4F)CC3)CC2)c1
    4.5%	2%	19%	13%	5%	-5%	1%
- Cc1ccc2c(c1)C1CN(C)CCC1N2C(=O)COc1ccc(N(C)C(=O)c2ccccc2)cc1 (stereo unspecified)
    1.3%	-3%	9%	-21%	27%	18%	18%
- CCN(CC)S(=O)(=O)c1ccc(N2CCOCC2)c(NC(=O)c2cc(=O)[nH]c3ccccc23)c1
    -3.0%	0%	21%	-9%	-2%	5%	2%
- O=C(c1ccc(-n2cnnn2)cc1)N1CCOCC1
    2.0%	-4%	-3%	-11%[7.67 µM]	19%	-3%	-12%[38.3 µM]
- CCCCn1c(=O)[nH]c(=O)c2c1nc(-c1ccc(-c3ccccc3Br)o1)n2CCOC
    11%	0%	14%	-20%[46.1 µM]	2%	10%	-7%[38.3 µM]
- Cn1c(=O)c2c(nc(CN3CCN(c4ccccc4)CC3)n2Cc2ccccc2F)n(C)c1=O
    0.1%	0%	5%	-16%[46.1 µM]	3%	-6%	19%[38.3 µM]
- O=C(CSc1nnc(-c2cccs2)n1CC1CCCO1)c1cc2ccccc2o1 (stereo unspecified)
    -0.9%	-3%	2%	-23%[46.1 µM]	-3%	-6%	-8%[38.3 µM]
- CCOC(=O)c1nc(C)n(-c2cc(OC)c(Cl)cc2Cl)n1
    -0.4%	0%	-12%	7%	14%	15%	-5%
- Cc1ccc(C(=O)CN2C(=O)C(C)Oc3ccccc32)cc1 (stereo unspecified)
    2.2%	-6%	/	-16%	4%	2%	12%
- O=C(CNC(=O)OCc1ccccc1)NC1CCCCCCC1
    -0.9%	-1%	20%	15%	5%	5%	-2%
- CC(CC(O)C1OC1(C)C)C1CCC2(C)C3=CCC4C(C)(C)C(=O)CCC4(C)C3CC[C@@]12C (stereo partly specified)
    1.3%	-1%	/	/	4%	/	19%
- Cc1cccc(-n2c(CNC(=O)c3ccccc3)nnc2SCC(=O)Nc2nccs2)c1
    -1.0%	2%	6%	1%[46.1 µM]	19%	-4%	8%[38.3 µM]

Brought forward from above: two compounds, then new ones.
The line under a structure holds: Epigenetic reg	KinaseGlo FLuc	HttQ103 aggreg	NPSR antag	CBFb-RUNX1 inh	L3MBTL1 block	IMPase Li inh
- CC(CC(O)C1OC1(C)C)C1CCC2(C)C3=CCC4C(C)(C)C(=O)CCC4(C)C3CC[C@@]12C (stereo partly specified)
    1.3%	-1%	/	/	4%	/	19%
- Cc1cccc(-n2c(CNC(=O)c3ccccc3)nnc2SCC(=O)Nc2nccs2)c1
    -1.0%	2%	6%	1%[46.1 µM]	19%	-4%	8%[38.3 µM]
- Clc1ccc(C2[C@H]3CN(Cc4ccc(-c5ccccc5)cc4)[C@H](c4ccccc4)C34CC2(c2ccccc2)C4)cn1 (stereo partly specified)
    -2.1%&-1.1%	-1%	-33%[9.22 µM]	7%	2%&8%	/	-5%
- CCN(CC)CCNC(=O)C1CCC(=O)N1CCc1ccccc1 (stereo unspecified)
    -0.9%	-1%	-10%	4%[46.1 µM]	0%	2%	7%[38.3 µM]
- Cc1nc2ccccc2n1CC(=O)N/N=C\C=C\c1ccccc1
    0.0%	1%	-3%	2%[46.1 µM]	-3%	-14%	-5%[38.3 µM]
- COC(=O)c1sccc1NC(=O)Cn1nnc(-c2ccccc2C)n1
    -0.2%	0%	8%	-21%	12%	21%	10%
- CCOC(=O)c1cc2sc(C)cc2n1CC(=O)Nc1cccc(C)c1C
    0.0%	1%	9%	-25%[46.1 µM]	3%	-9%	10%
- CC/C(=N\NC(=S)Nc1cccc(C)c1)c1ccccc1
    0.0%	-3%	/	-26%	-3%	?	-16%
- Cc1sc2ncnc(NCC(C)(C)N3CCOCC3)c2c1C
    -2.1%	2%	?	-18%[46.1 µM]	-1%	/	32%[38.3 µM]
- CC(=O)N(Cc1cc(=O)[nH]c2ccccc12)c1cccc(C)c1
    -1.0%	8%	18%	-18%[46.1 µM]	5%	-9%	-18%[38.3 µM]
- CC(=O)Nc1ccc(N2CCOCC2)c(Cl)c1
    3.0%	-2%	-11%[9.22 µM]	5%	-1%	5%	2%
- COc1ccc(CN(C(=O)CSc2nnc(-c3ccccc3C)o2)c2ccc(F)cc2)cc1
    1.4%	2%	?	-26%[46.1 µM]	?	11%	9%
- [O-]/[N+](=C\C=C\c1ccccc1)c1ccccc1
    0.1%	/	-9%[9.22 µM]	-8%	0%	5%	/
- Cc1cc2cc(CNC(=O)CCC(=O)O)ccc2[nH]1
    -0.9%	0%	9%	-5%[46.1 µM]	0%	1%	-10%[38.3 µM]
- CCOC(=O)c1ccc(NC(=O)Cn2nnc3ccccc32)cc1
    8.9%	0%	-11%	-1%[7.67 µM]	9%	-3%	-8%[38.3 µM]
- N[C@@H](C(=O)N[C@@H]1C(=O)N2C(C(=O)O)=C(Cl)CS[C@H]12)c1ccccc1
    -1.0%&0.1%	2%	2%&15%	2%	-5%&9%	?	1%&7%
- Cc1cc(C(=O)CSc2n[nH]c(-c3ccccc3F)n2)c(C)n1Cc1cccs1
    -1.0%	21%	?	-21%[46.1 µM]	-20%	/	18%[38.3 µM]
- CCCN1Cc2cccc(C(=O)NCc3ccc(C)cc3)c2C1=O
    -2.9%	0%	0%	0%	6%	/	-2%
- Cc1noc(C)c1C(=O)OCC(=O)Nc1c(F)cccc1F
    -0.2%	-2%	15%	8%	5%	9%	1%
- Cc1nnc(NC(=O)c2cccc(Br)c2)s1
    -2.9%	2%	-7%[9.22 µM]	-12%[46.1 µM]	0%	/	-1%[38.3 µM]
- Cc1cc(C(=O)OCC(=O)Nc2cc(C)on2)c2ccccc2n1
    -1.0%	-3%	-4%	-5%[46.1 µM]	3%	/	16%[38.3 µM]
- O=C(NCc1ccc2c(c1)OCO2)C1CCCN1C(=O)Nc1cccc(Cl)c1 (stereo unspecified)
    0.0%	-1%	-9%	8%[46.1 µM]	0%	/	29%[38.3 µM]

Single values from the entries so far.
CCOC(=O)c1cc2sc(C)cc2n1CC(=O)Nc1cccc(C)c1C | CBFb-RUNX1 inh: 3%
COC(=O)c1sccc1NC(=O)Cn1nnc(-c2ccccc2C)n1 | KinaseGlo FLuc: 0%
O=C(CNC(=O)OCc1ccccc1)NC1CCCCCCC1 | NPSR antag: 15%
CCCN1Cc2cccc(C(=O)NCc3ccc(C)cc3)c2C1=O | Epigenetic reg: -2.9%
CC/C(=N\NC(=S)Nc1cccc(C)c1)c1ccccc1 | KinaseGlo FLuc: -3%
CC(=O)N(Cc1cc(=O)[nH]c2ccccc12)c1cccc(C)c1 | L3MBTL1 block: -9%

Other results follow:
The line under a structure holds: Epigenetic reg	KinaseGlo FLuc	HttQ103 aggreg	NPSR antag	CBFb-RUNX1 inh	L3MBTL1 block	IMPase Li inh
- Cc1ccc(CCSc2ccc(C(C)C)cc2)cn1
    -2.4%	/	0%	5%[46.1 µM]	6%	15%	/
- O=C(Nc1cccc(Cl)c1)ON=C1c2ccccc2-c2ccccc21
    -0.9%	-1%	-25%	16%[46.1 µM]	6%	8%	-5%[38.3 µM]
- Cc1ccc(C)c(OCc2nnc(N)s2)c1
    -1.1%	-3%	-12%	0%[46.1 µM]	-3%	6%	1%[38.3 µM]
- CC(C)CNS(=O)(=O)c1ccc(S(=O)(=O)N2CCCN(Cc3ccccc3)C2)cc1
    -5.1%	-3%	-1%	-9%[46.1 µM]	2%	12%	19%[38.3 µM]
- CC1=NN(C(=O)c2nn(C)cc2Br)C(O)(C(F)(F)F)C1 (stereo unspecified)
    8.2%	3%	24%	14%	16%	6%	-4%
- CCCC(=O)Nc1c2c(nn1-c1ccc(OC)cc1)CS(=O)C2 (stereo unspecified)
    -2.0%	-1%	6%	-5%[46.1 µM]	-1%	3%	-12%
- OCCCNC(=S)NC1CCCC1
    2.3%	3%	12%	32%	8%	-11%	-7%
- CCN(CCCNC(=O)CN1C(=O)COc2ccccc21)c1ccccc1
    0.0%	0%	12%	-23%[46.1 µM]	-1%	/	18%[38.3 µM]
- COc1ccc(Oc2coc3c(CN(C)C)c(O)ccc3c2=O)cc1
    0.0%	-1%	?	14%[46.1 µM]	5%	6%[11.4 µM]	28%[38.3 µM]
- O=C1CCCN1CCC1CCN(C(=S)Nc2ccc(F)cc2)CC1
    1.8%	3%	3%[9.22 µM]	1%[46.1 µM]	-1%	/	25%[38.3 µM]
